High-throughput results: PubChem, several laboratories
m5-HT2A agonist: activates the mouse 5-HT2A serotonin receptor | CHO-K1 mHTR2A beta-arrestin complementation, luminescence; percent of 30 µM serotonin response | activation, % at 7.6 µM | 360,000 tested, 0.66% active;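 active = activation above a run cutoff, the mean activation of all tested compounds plus 3 SD, cut at about 14% in these data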;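 note: 0% = plate median of compound wells and 100% = 30 µM serotonin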
Target sequence (P35363 whole entry, looked up): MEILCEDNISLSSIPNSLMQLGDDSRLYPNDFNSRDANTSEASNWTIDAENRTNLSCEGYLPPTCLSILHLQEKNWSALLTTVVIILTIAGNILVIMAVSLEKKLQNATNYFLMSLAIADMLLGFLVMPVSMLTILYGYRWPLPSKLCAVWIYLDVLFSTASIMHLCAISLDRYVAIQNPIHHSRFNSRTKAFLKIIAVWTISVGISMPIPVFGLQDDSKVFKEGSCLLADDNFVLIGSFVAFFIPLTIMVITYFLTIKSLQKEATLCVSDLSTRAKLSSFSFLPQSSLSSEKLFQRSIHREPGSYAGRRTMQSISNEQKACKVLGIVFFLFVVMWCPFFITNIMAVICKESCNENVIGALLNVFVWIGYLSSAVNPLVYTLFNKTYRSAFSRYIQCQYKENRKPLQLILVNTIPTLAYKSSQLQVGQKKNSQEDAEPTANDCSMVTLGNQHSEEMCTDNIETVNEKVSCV
CaV13 FRET inh: Primary screen for inhibitors of IQ motif and Ca2+-dependent inactivation inhibitor domain binding in CACNA1D, Förster resonance energy transfer in living cells, …; inhibition, % at 12.3 µM; HEK cells, CFP/YFP FRET ICDI-IQ, plate reader, 10 min; percent FRET-ratio fall versus neutral wells; AID 743397; 340,000 tested, 0.098% active;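 active = mean replicate inhibition of at least 30% and at least 1% of replicates passing that level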;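 note: 0% = median of the neutral control wells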
HIF-2a inh: blocks HIF-2a reporter activity | 786-0 RCC cells HIF-2a reporter, luciferase luminescence, overnight | inhibition, % at 18.8 µM | 360,000 tested, 0.72% active | AID 624352;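 active = inhibition of the luminescence signal of 40% or more relative to plate controls, in a single-dose primary screen at 18.75 µM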
* = called active by the depositor. Some of the compounds tested (hit frequency here may not be typical).

m5-HT2A agonist,CaV13 FRET inh,HIF-2a inh,Structure
4,-4,4,COc1ccc(S(=O)(=O)N2C[C@@H](O)COC[C@@H]3O[C@H](CC(=O)NCCCN4CCOCC4)CC[C@H]32)cc1
9,-9,12,Cc1ccccc1S(=O)(=O)N1C(c2ccc(Cl)cc2)CC=C(C(=O)O)C1c1cccc(Cl)c1 (centres undefined)
-4,-10,6,COC(=O)[C@@]12C[C@@H](CC(=O)N3CCN(C(=O)c4ccco4)CC3)C(=O)N(Cc3cccc4ccccc34)C1=CCC(C)(C)C2
-6,-4,-2,CO[C@@H]1CN(C)C(=O)c2cc(NC(=O)Nc3cc(F)ccc3F)ccc2OC[C@H](C)N(C(=O)c2ccccn2)C[C@@H]1C
3,-6,-2,COC(=O)[C@]12CCCCC=C1N(CCc1ccc(OC)c(OC)c1)C(=O)[C@H](CC(=O)N1CCSCC1)C2
1,-7,7,CCCCNC(=O)c1nc(C2CCN(S(=O)(=O)c3ccc(C(F)(F)F)cc3)CC2)oc1-c1ccccc1
0,-9,14,COC(=O)[C@@]12C[C@@H](CC(=O)N3CCCCC3)C(=O)N(Cc3ccc4c(c3)OCO4)C1=CCC(C)(C)C2
4,-6,6,COc1ccc(CN2C(=O)CN(S(C)(=O)=O)CC2(C)C(=O)NC(C)C)cc1 (centres undefined)
-5,-16,6,Cc1ccc(S(=O)(=O)Nc2ccc(F)c(F)c2O)cc1
1,-6,8,COC(=O)C[C@@H]1C=C[C@@H](NS(=O)(=O)c2ccccc2OC)[C@@H](CO)O1

Remaining list, next part
m5-HT2A agonist,CaV13 FRET inh,HIF-2a inh,Structure
1,-29,-15,COc1ccc(C(C(=O)NC2CCCCC2)n2c(=O)c(-c3cc4ccccc4[nH]3)nc3ccccc32)cc1 (centres undefined)
-3,-7,3,COC(=O)C[C@@H]1C=C[C@H](NC(=O)Nc2cc(F)ccc2F)[C@@H](CO)O1
-6,-3,-42,COc1ccc(C2=Nc3ccccc3N(C(=O)c3ccc(C(F)(F)F)cc3)C2C(=O)NCc2ccccc2)cc1 (centres undefined)
-7,-9,10,O=C(NC1CCCC1)C(C1CC1)n1c(-c2ccnc3ccccc23)nc2ccccc21 (centres undefined)
4,-4,-3,COC(=O)[C@@]12C[C@@H](CC(=O)NCc3cccc4ccccc34)C(=O)N(Cc3ccco3)C1=CCC(C)(C)C2
-6,-5,13,CCOC(=O)CC1(C)Sc2ccccc2N1S(=O)(=O)c1ccc(C)cc1 (centres undefined)
-3,-9,-10,Nc1sccc1C(=O)NCc1ccccc1
-4,-11,9,CCOc1cc(-c2ccccc2)nc2c1CN(S(=O)(=O)c1ccc(C)cc1)C(c1cccc(Cl)c1)C2 (centres undefined)
2,-8,1,CC(C(=O)NC1CCCC1)n1c(-c2ccccn2)nc2ccccc21 (centres undefined)
10,-17,3,COC(=O)C[C@H]1CC[C@@H]2[C@H](COC[C@H](O)CN2S(=O)(=O)c2ccccc2OC)O1

Limited to CaV13 FRET inh (4 entries from above):
Molecule	CaV13 FRET inh
COC(=O)C[C@@H]1C=C[C@H](NC(=O)Nc2cc(F)ccc2F)[C@@H](CO)O1	-7
COc1ccc(C2=Nc3ccccc3N(C(=O)c3ccc(C(F)(F)F)cc3)C2C(=O)NCc2ccccc2)cc1 (centres undefined)	-3
O=C(NC1CCCC1)C(C1CC1)n1c(-c2ccnc3ccccc23)nc2ccccc21 (centres undefined)	-9
COC(=O)[C@@]12C[C@@H](CC(=O)NCc3cccc4ccccc34)C(=O)N(Cc3ccco3)C1=CCC(C)(C)C2	-4

Other compounds
m5-HT2A agonist,CaV13 FRET inh,HIF-2a inh,Structure
-2,-7,3,CCCNC(=O)C[C@@H]1CC[C@H]2NC[C@H](O)COC[C@@H]2O1
2,-6,2,N#Cc1cccc(C(=O)C(=O)N2CCC(c3ccccc3)CC2)c1
3,-4,-7,COc1ccc(NC(=O)C(C2CC2)n2c(=O)c(-c3ccccc3)nc3ccccc32)cc1 (centres undefined)
-4,-9,15,O=C(NCc1cccc(C(F)(F)F)c1)C1C(=O)Nc2ccccc2C(=O)N1C1CCCC1 (centres undefined)
2,-15,-1,CCCCCCCCN1C(=O)[C@H](CC(=O)N2CCCC2)C[C@@]2(C(=O)OC)CC(C)(C)CC=C12
-5,-9,-11,CCc1c(-c2ccc(OC)cc2)ncn1Cc1cccc(-c2ccccc2)c1
2,-9,1,COC(=O)[C@]12CCCCC=C1N(CCc1ccc(OC)c(OC)c1)C(=O)[C@H](CC(=O)NCCc1ccccc1OC)C2
-1,-5,12,Cc1cccc(N2CCN(C(C(=O)NCc3ccccc3)c3ccc(C(F)(F)F)cc3)CC2)c1C (centres undefined)
11,-9,14,Cc1ccccc1NC(=O)C1C(=O)Nc2ccccc2C(=O)N1Cc1ccccc1 (centres undefined)
9,-10,-9,COC(=O)C1(C(=O)OC)c2cc3c(cc2CN(S(=O)(=O)c2ccc(C)cc2)C1CC(C)=O)OCO3 (centres undefined)

Carrying on.
m5-HT2A agonist,CaV13 FRET inh,HIF-2a inh,Structure
1,-10,9,CCOC(=O)N1CCN(C(=O)C[C@@H]2C[C@@]3(C(=O)OC)CC(C)(C)CC=C3N(Cc3ccc4c(c3)OCO4)C2=O)CC1
1,-6,12,COc1ccc(NC(=O)C(c2cccc3ccccc23)n2c(=O)c(-c3ccco3)nc3ccccc32)cc1 (centres undefined)
1,-17,7,CC(C)(C)NC(=O)C(c1ccccc1F)n1c(=O)c(-c2ccccc2)nc2ccccc21 (centres undefined)
-8,-6,-1,Cc1cccc(C)c1NC(=O)C(c1cc2ccccc2o1)N1CCC(c2ccccc2)CC1 (centres undefined)
-3,-2,-10,CCCCCCCCN1C(=O)[C@H](CC(=O)NCC2CCCCC2)C[C@@]2(C(=O)OCC)CCC=C12
-7,-5,-8,Oc1cccc(CN2CCN(c3ncc(Cc4ccccc4)cn3)CC2)c1
7,-7,3,Cc1ccc(C)c(N2CCN(C3C(=O)Nc4ccccc4-n4nnnc43)CC2)c1 (centres undefined)
-11,-6,5,Cc1ccc(S(=O)(=O)N2[C@H](CC(=O)Oc3ccccc3)OC[C@@H]2C(C)C)cc1
2,-8,6,CC1(C(=O)NCc2ccccc2)CSCC(=O)N1Cc1cccs1 (centres undefined)
-3,-4,-2,CCC(=O)Nc1ccc2c(c1)OC[C@@H](C)N(Cc1cccc(F)c1)C[C@@H](C)[C@@H](OC)CN(C)C2=O

Entries shown so far containing a furan ring, fused or not (four):
m5-HT2A agonist,CaV13 FRET inh,HIF-2a inh,Structure
-4,-10,6,COC(=O)[C@@]12C[C@@H](CC(=O)N3CCN(C(=O)c4ccco4)CC3)C(=O)N(Cc3cccc4ccccc34)C1=CCC(C)(C)C2
4,-4,-3,COC(=O)[C@@]12C[C@@H](CC(=O)NCc3cccc4ccccc34)C(=O)N(Cc3ccco3)C1=CCC(C)(C)C2
1,-6,12,COc1ccc(NC(=O)C(c2cccc3ccccc23)n2c(=O)c(-c3ccco3)nc3ccccc32)cc1 (centres undefined)
-8,-6,-1,Cc1cccc(C)c1NC(=O)C(c1cc2ccccc2o1)N1CCC(c2ccccc2)CC1 (centres undefined)

(cont.)
m5-HT2A agonist,CaV13 FRET inh,HIF-2a inh,Structure
4,-6,0,CC(C)CN1C(=O)CSCC1(C)C(=O)Nc1ccc2c(c1)OCCO2 (centres undefined)
2,-10,5,Cc1ccccc1CN1C(=O)CSCC1(C)C(=O)NC(C)C (centres undefined)
-4,-14,-55,O=C(Nc1ccc2c(c1)OCCO2)C(c1ccccc1)n1c(=O)c(-c2cc3ccccc3[nH]2)nc2ccccc21 (centres undefined)
0,-16,1,CC(C)NC(=O)C1(C)CN(S(C)(=O)=O)CC(=O)N1Cc1ccco1 (centres undefined)
-5,-5,-22,COC(=O)[C@@]12C[C@@H](CC(=O)NCc3cccc4ccccc34)C(=O)N(Cc3ccccc3)C1=CCC(C)(C)C2
0,-16,-22,CC(C(=O)NC(C)(C)C)n1c(-c2ccc3c(c2)OCO3)nc2ccccc21 (centres undefined)
-5,-14,-6,O=C1Nc2ccccc2-n2nnnc2C1N1CCN(c2ccccn2)CC1 (centres undefined)
-4,-6,10,CCOC(=O)[C@]12CCCC=C1N(CCc1ccc(OC)c(OC)c1)C(=O)[C@H](CC(=O)NCCCN1CCCC1=O)C2
-4,-7,7,CCCCCCCCN1CC(Cc2cc3ccccc3c3ccccc23)N(c2ccccc2)c2ccccc2C1=O (centres undefined)
-4,-6,-9,CSCCC(C(=O)NC1CCCC1)n1c(-c2ccncc2)nc2ccccc21 (centres undefined)

Additional records
m5-HT2A agonist,CaV13 FRET inh,HIF-2a inh,Structure
-2,-3,7,COC(=O)[C@]12CCCCC=C1N(CCc1ccc(OC)c(OC)c1)C(=O)[C@H](CC(=O)N1CCOCC1)C2
3,-4,-15,CCCCCNC(=O)C(c1ccnc2ccccc12)n1c(=O)c(-c2ccccc2)nc2ccccc21 (centres undefined)
-5,-6,15,CCC(=O)N[C@H]1C=C[C@H](CC(=O)OC)O[C@@H]1CO
4,-14,-140,CC(=O)N1CCC(C(=O)N2c3ccccc3N=C(c3ccc4c(c3)OCO4)C2C(=O)Nc2c(C)cccc2C)CC1 (centres undefined)
13,-6,6,Cc1cccc(C)c1NC(=O)C1(C)CSCC(=O)N1CC(F)(F)F (centres undefined)
-5,-12,-3,O=C(NCc1ccccc1)C(c1ccccc1F)n1c(=O)c(-c2cc3ccccc3[nH]2)nc2ccccc21 (centres undefined)
2,-3,9,COC(=O)[C@]12CCCCC=C1N(Cc1ccc3c(c1)OCO3)C(=O)[C@H](CC(=O)NCc1ccccc1)C2
5,-5,-95,CC(C)NC(=O)C1C(c2ccc(C(F)(F)F)cc2)=Nc2ccccc2N1C(=O)c1ccccc1 (centres undefined)
21*,-4,-8,CO[C@@H]1CN(C)C(=O)c2ccc(NC(=O)C3CCC3)cc2OC[C@H](C)N(CC2CCCCC2)C[C@H]1C
2,-10,-54,COCCNC(=O)c1cc(-c2ccccc2)sc1N

(further entries)
m5-HT2A agonist,CaV13 FRET inh,HIF-2a inh,Structure
-3,-18,-6,COC(=O)C1=CN(c2ccc(Oc3ccccc3)cc2)C(N)=C(C#N)C1c1ccc(-c2ccccc2)cc1 (centres undefined)
-5,-8,-13,COc1ccc(CCc2nc3ccccc3n2C(CCc2ccccc2)c2nc3ccccc3[nH]2)cc1 (centres undefined)
4,-15,3,COc1ccccc1S(=O)(=O)N[C@@H]1CC[C@@H](CCn2cc(C3CC3)nn2)O[C@@H]1CO
-4,-6,-35,Cc1cccc(C)c1NC(=O)C1C(c2ccc3c(c2)OCO3)=Nc2ccccc2N1C(=O)c1cccc2ccccc12 (centres undefined)
-5,-17,-8,CCOC(=O)[C@]12CCCC=C1N(CCC1=CCCCC1)C(=O)[C@H](CC(=O)N1CCCCC1)C2
-8,-8,-8,Nc1sc(-c2ccccc2)cc1C(=O)NCCN1CCOCC1
-4,-14,1,COc1ccccc1-n1cc(CN2CCc3onc(-c4ccc(Br)cc4)c3C2=O)nn1
1,-4,2,Cc1ccc(S(=O)(=O)N2C(c3ccccc3)CC(=O)C3CN(S(=O)(=O)c4ccc(Cl)cc4)C(c4ccccc4)CC32)cc1 (centres undefined)
2,-8,-2,Cc1ccc(S(=O)(=O)N2[C@@H](CCO)OC[C@H]2C(C)C)cc1
-3,-14,1,C#CCNC(=O)C[C@@H]1C[C@@]2(C(=O)OC)CC(C)(C)CC=C2N(Cc2ccco2)C1=O
-3,-4,-1,CCCN1C[C@@H](C)[C@@H](OC)CN(C)C(=O)c2ccc(NC(=O)c3cccc(F)c3)cc2OC[C@H]1C

As entered above:
CaV13 FRET inh, Cc1ccc(S(=O)(=O)N2[C@@H](CCO)OC[C@H]2C(C)C)cc1 is entered as -8
m5-HT2A agonist, COC(=O)[C@@]12C[C@@H](CC(=O)N3CCCCC3)C(=O)N(Cc3ccc4c(c3)OCO4)C1=CCC(C)(C)C2 is entered as 0
CaV13 FRET inh, CC(C)NC(=O)C1(C)CN(S(C)(=O)=O)CC(=O)N1Cc1ccco1 (centres undefined) is entered as -16
